sdo1 growth = restores growth of sdo1-depleted yeast | hit rate 0.21% among 140,000 | z-score at 10 µM | S. cerevisiae sdo1-depleted JHY4D growth rescue, OD600 30 h; hits give high values; pdr5 snq2 efflux-pump mutant strain;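 active = z-score above 3 at both the 24 hr and the 30 hr optical density reads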;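 note: z-score against mean and SD of all compound wells on the same plate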
Insulin prom inh = TRM-6 insulin promoter activity inhibition. TRM-6 cells (human fetal islet line), insulin promoter-eGFP reporter, imaging; reporter expression induced with tamoxifen. inhibition, % at 2 µM. hit rate 0.9% among 130,000. AID 1273;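 active = inhibition above the mean plus 3 SD, with well images judged a real hit on visual review, cut at about 60% in these data, passing the limit was not always enough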
sdo1 growth Rescue 24 h = further read-out of sdo1 growth, marked with its call; z-score; S. cerevisiae sdo1-depleted JHY4D growth rescue, OD600; measured here: growth rescue at 24 h;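 0 is the plate mean of compound wells and units are plate SD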
The depositor's hits bear a star; nt = not tested or not shown. This is a subset; count on the stated rates, not on these rows.

canonical_smiles | Insulin prom inh | sdo1 growth | sdo1 growth Rescue 24 h
CC(C)NS(=O)(=O)c1ccc(NC(=O)C2CC3C=CC2C3)cc1 (configuration not stated) | 14 | -0.39 | -0.89
COc1ccc(N2CCN(C(=O)CN(c3ccc(Br)cc3)S(C)(=O)=O)CC2)cc1 | 75* | -0.31 | -1
O=C(CCn1c(=O)oc2ccccc21)NC1=NCCS1 | 16 | 0.73 | 0.2
CC(C)C(=O)NC(=S)Nc1ccccc1C(=O)NC1CCCCC1 | 25 | 0.27 | 0.05
COc1ccc(NC(C)c2cc(Cl)ccc2O)cc1 (configuration not stated) | -36 | 0.27 | 0.4
O=C(CCc1ccccc1)NCCc1nc2ccccc2[nH]1 | -7 | nt | nt
CCOC(=O)COn1c(SCC(=O)OCC)nc2ccccc2c1=O | -4 | -0.08 | 2.6
O=C(Cc1ccc(Cl)c(Cl)c1)Nc1cccc2ncccc12 | -133 | nt | nt
COc1ccc(CCc2nnc(CCC(=O)N(C)Cc3ccnc4ccccc34)o2)cc1 | -10 | nt | nt
CCOc1ccccc1-n1c(SCC(=O)Nc2nccs2)nnc1-c1ccoc1C | nt | -1.3 | -1.2
CCOC(=O)COc1cc(N2C(=O)CSCC2=O)c(Cl)cc1Cl | 13 | 0.97 | 2.9
CCC(C)c1ccc(NC(=S)NCc2cccnc2)cc1 (configuration not stated) | nt | -0.27 | -1
CC1CCc2c(C(=O)NCCN3CCOCC3)csc2C1 (configuration not stated) | -20 | -0.36 | -0.82
O=C(CSCCO)Nc1nccs1 | -33 | -0.75 | -1.5
O=C1NCCC/C1=N/Nc1ccc(F)cc1 | 27 | nt | nt
O=S(=O)(c1ccc(Br)s1)N1CCN(c2ccccn2)CC1 | 22 | -1.3 | -0.74
NS(=O)(=O)c1cccc(NC(=O)CSc2nc3ccccc3c(=O)n2CCCN2CCOCC2)c1 | 21 | 0.55 | 0.02
COc1ccc(N2CCN(C(=O)C3(C)CC3(Cl)Cl)CC2)cc1 (configuration not stated) | -17 | -0.17 | -1
CC1(C)CC(=O)C/C(=N/NC(=O)C2CCN(S(=O)(=O)c3cccs3)CC2)C1 | nt | 0.79 | 1.1
O=S(=O)(NC1CCCC1)c1ccc(Br)s1 | 22 | 1.7 | 2.3
Cc1ccc(CNC(=O)CNC(=S)N(Cc2ccccc2)Cc2cccnc2)cc1 | -17 | nt | nt
O=C(CSc1n[nH]c(-c2ccccc2)n1)NC(=O)NCc1ccco1 | -40 | -0.39 | -0.08
Cc1ccc(OCC(O)CN2CC3(C)CC2CC(C)(C)C3)cc1 (configuration not stated) | nt | 0.5 | 0.27
COc1cc(-c2ccccc2)nc(N)n1 | -52 | 1.4 | 1.1
CCOc1ccc(CN2CCCC(CNC(=O)c3ccc(F)cc3)C2)cc1CO (configuration not stated) | 39 | nt | nt
Cc1cccc(NC(=O)CCN2C(=O)c3ccccc3C2=O)n1 | 0 | 0.16 | -0.02
Cn1ncc(Cl)c1C(=O)N1CCOCC1 | -10 | nt | nt
COCCCNC(=O)c1ccccc1Oc1ccccc1 | 17 | -0.44 | -0.82
CC(C)CNC(=S)NC1CC2CCC(C1)N2Cc1ccccc1 (configuration not stated) | 17 | 0.32 | -0.5
COCC(=O)NCCc1nc2ccccc2[nH]1 | nt | 0.28 | 0.36
CCCCOc1ccc(-n2nc(C)cc2C)nn1 | -35 | 0.08 | -0.5
CCOC(=O)c1nn(-c2ccccc2)c(=O)c2c(NC(C)=O)scc12 | 24 | nt | nt
Cc1ccccc1-n1c(C)cc(/C=C(\C#N)C(=O)NCC2CCCO2)c1C (configuration not stated) | nt | -1.1 | -1.1
CCOC(=O)Cc1nnc(NC(=O)c2ccccc2OC)s1 | 36 | -0.63 | -0.92
Cc1nnc(SCc2cccc(CSc3nnc(C)s3)c2)s1 | 15 | 0.39 | 0.03
CCOC(=O)Cc1csc(NC(=O)CC(C)(C)C)n1 | 26 | 0.71 | 0.13
CCOC(=O)N1CCN(c2c(NCCN3CCCCC3CC)c(=O)c2=O)CC1 (configuration not stated) | nt | 0.68 | 0.94
COc1ccc(/C=N/NC(=O)CNC(=O)c2ccc(S(=O)(=O)N3CCOCC3)cc2)cc1OC | nt | -0.39 | -0.76
O=C(Nc1cc(SCCO)cc([N+](=O)[O-])c1)c1ccco1 | -6 | -0.45 | -0.43
CC(C)c1ccc(C(=O)NCCCN(C)C)cc1 | -7 | 1.2 | 0.38
CCCCCC(=O)Nc1nc(C)c(-c2csc(Nc3cc(Cl)ccc3OC)n2)s1 | -64 | -0.61 | -0.95
O=C(COC(=O)C1CCCCC1)Nc1ccccc1OC(F)F | -122 | nt | nt
COc1ccc(CNC(=O)CCCn2nc(C)c([N+](=O)[O-])c2C)cc1 | -21 | 0.36 | 0.54
O=C(c1cccs1)N1CCN(S(=O)(=O)c2ccc(F)cc2)CC1 | -11 | nt | nt
Cc1nc(-c2ccc(NC(=O)C3CCCCC3)cc2)cs1 | 0 | -0.48 | -0.65
COc1ccc(C(=O)C2CCCN(Cc3cn(C)nc3-c3ccccc3)C2)cc1F (configuration not stated) | 0 | nt | nt
CCCn1c(SCC(=O)Nc2sc(C)c(C)c2C#N)nnc1C(C)C | -13 | 0.65 | -0.52
CN1CCN(C(=S)NCCc2ccccc2)CC1 | 43 | 0.87 | 0.16
COc1ccc(C2C(C(=O)NCCN(C)C)c3ccccc3C(=O)N2C)cc1OC (configuration not stated) | 7 | -0.4 | -0.72
COc1ccc(C2C(C#N)=C(/N=C/N3CCOCC3)OC3=C2C(=O)CC(C)(C)C3)cc1OC (configuration not stated) | -11 | 0.14 | -0.03
CCn1cc(C2=NOC(C(=O)Nc3cccc(C(C)=O)c3)C2)c(C)n1 (configuration not stated) | nt | 1.5 | 1.6
COC(=O)c1[nH]c2cccc(Cl)c2c1NC(=O)CN1CCN(CCO)CC1 | -86 | -0.56 | -0.76
CCc1cccc2c(C(=O)COC(=O)/C=C/c3ccc(O)c(OC)c3)c[nH]c12 | -156 | -0.81 | -0.79
CN(C)c1ccc(NC(=O)c2cc3c(=O)n4ccccc4nc3n2C)cc1 | 28 | nt | nt
Cc1cccc(N=C2Sc3nc4c(C)c(C)ccc4cc3CN2CCN2CCOCC2)c1 | nt | -1.8 | -0.4
CCOC(=O)C1CCN(C(=O)C(C)Sc2ccc(Cl)cc2)CC1 (configuration not stated) | -115 | -1 | -0.97
CC(=O)Nc1ccc(C(=O)n2nc(C)cc2C)cc1 | 22 | 0.8 | 0.32
O=C(COc1ccc(S(=O)(=O)NC2CCCCC2)cc1)N1CCN(c2cccc(Cl)c2)CC1 | -20 | -1.5 | -0.84
CCOC(=O)C1CCN(C(=O)CN(c2ccc(OC)c(OC)c2)S(=O)(=O)c2ccccc2)CC1 | nt | 0.09 | 0.1
COc1ccc(/C=N/OCC(=O)NC(c2ccccc2)c2ccccc2)c(OC)c1 | 13 | -0.81 | -0.65

Three entries from above, ordered by length of the SMILES, ascending:
canonical_smiles | Insulin prom inh | sdo1 growth | sdo1 growth Rescue 24 h
CCOC(=O)C1CCN(C(=O)C(C)Sc2ccc(Cl)cc2)CC1 (configuration not stated) | -115 | -1 | -0.97
COC(=O)c1[nH]c2cccc(Cl)c2c1NC(=O)CN1CCN(CCO)CC1 | -86 | -0.56 | -0.76
COc1ccc(C2C(C#N)=C(/N=C/N3CCOCC3)OC3=C2C(=O)CC(C)(C)C3)cc1OC (configuration not stated) | -11 | 0.14 | -0.03

The listing continues:
canonical_smiles | Insulin prom inh | sdo1 growth | sdo1 growth Rescue 24 h
O=C(c1ccccc1F)N(Cc1ccc(F)cc1)C1CCS(=O)(=O)C1 (configuration not stated) | nt | 1 | 0.91
COc1ccccc1N1CCN(CC(=O)c2c(C)[nH]c3cc(C)ccc23)CC1 | nt | 0.18 | -0.76
NS(=O)(=O)c1ccc(CCNC(=O)c2ccccc2F)cc1 | -115 | 0.13 | 0.45
COc1ccc(N)cc1C#N | nt | 0.45 | -0.52
Cc1ccc(NC(=O)C2=C(O)CCn3c2nc2ccccc23)cc1 | 21 | -0.3 | -0.23
COC(=O)C1=C(N)Oc2cc(C)n(CC3CCCO3)c(=O)c2C1c1ccc(Cl)c(Cl)c1 (configuration not stated) | -220 | -1.9 | -1.7
COc1ccc(NC2CS(=O)(=O)CC2OC(=O)c2ccc(F)cc2)cc1 (configuration not stated) | nt | 1.1 | 0.58
O=C(CN1C(=O)c2cccc3cccc1c23)NCc1ccc2c(c1)OCO2 | 3 | 0.25 | 0.68
CCOC(=O)c1cc(-c2ccccc2)sc1NC(=O)c1cc(OC)c(OC)c(OC)c1 | 46 | -1.1 | -0.69
OC(COC(c1ccc(Cl)cc1)c1ccc(Cl)cc1)CN1CCc2ccccc2C1 (configuration not stated) | -33 | -2.1 | -1.1
CCN(c1ccccc1)S(=O)(=O)c1ccc(Cl)c(NC(=O)COC(=O)c2ccc(Cl)c(N)c2)c1 | -3 | 0.08 | 0.76
CCCCNC(=O)Nc1nnc(-c2ccc(OCC)cc2)o1 | 9 | 0.32 | -0.46
S=C(Nc1ccc(Cl)cc1)Nc1ccc2cn[nH]c2c1 | 25 | nt | nt
CCOP(=O)(c1ccccc1)c1nc(-c2ccc(F)cc2)oc1N1CCCCC1 (configuration not stated) | nt | -0.55 | 0.02
COc1ccc(CC(=O)O/N=C(\N)Cc2cccc3ccccc23)cc1 | -27 | -1.4 | -1

Reprinted from the results shown for reference:
canonical_smiles | Insulin prom inh | sdo1 growth | sdo1 growth Rescue 24 h
COC(=O)C1=C(N)Oc2cc(C)n(CC3CCCO3)c(=O)c2C1c1ccc(Cl)c(Cl)c1 (configuration not stated) | -220 | -1.9 | -1.7
COc1ccc(NC2CS(=O)(=O)CC2OC(=O)c2ccc(F)cc2)cc1 (configuration not stated) | nt | 1.1 | 0.58
O=C(CN1C(=O)c2cccc3cccc1c23)NCc1ccc2c(c1)OCO2 | 3 | 0.25 | 0.68
CCOC(=O)c1cc(-c2ccccc2)sc1NC(=O)c1cc(OC)c(OC)c(OC)c1 | 46 | -1.1 | -0.69

Continuation:
canonical_smiles | Insulin prom inh | sdo1 growth | sdo1 growth Rescue 24 h
Cc1ccc(C(=O)N2CCN(c3ncnc4c(-c5ccccc5)nsc34)CC2)cc1 | 0 | nt | nt
COCCCNC(=O)CC1C(=O)N(Cc2ccccc2)C(C)c2nc3ccccc3n21 (configuration not stated) | -95 | nt | nt
Cc1cc(NC(=O)CSc2nc3ccccc3s2)no1 | 22 | 2 | 1.4
c1ccc(-c2cnnc(N3CCOCC3)n2)cc1 | 64 | 0.05 | -0.98
COCCCN1C(=O)C(=O)/C(=C(/O)c2ccc(OCC(C)C)cc2)C1c1cccnc1 (configuration not stated) | -3 | 0.07 | -1.2
CCc1c(C)nc(SCC(=O)N2CCN(c3ccccc3)CC2)[nH]c1=O | -93 | nt | nt
Cc1nc(N2CCN(C(=O)c3ccco3)CC2)c2c3c(sc2n1)CCC3 | nt | -0.01 | 0.21
CC(=O)C1=C(C)Nc2ncnn2C1c1ccc(Cl)cc1 (configuration not stated) | 46 | 1.2 | 0.45
CCOC(=O)CNC(=O)Cn1c(C)cc2ccccc2c1=O | 50 | -0.27 | -0.5
Nc1ccc2c(c1)Oc1ccccc1C=C2 | -124 | nt | nt
CCOc1cccc2cc(C(=O)N3CCc4ccccc43)c(=O)oc12 | -17 | -0.79 | 1.1
COc1ccc(C(=O)n2nc(C)cc2C)cc1OC | -60 | 0.73 | 0.98
CC(=O)OCCNC(=O)c1cc2ccccc2oc1=O | 51 | 0.7 | -0.04
CSc1ccccc1-c1nnc(-c2ccc(C)cc2)o1 | 33 | -1.6 | -1.5
CCOCCOC(=O)C1=C(C)NC2=C(C(=O)CC(c3cccs3)C2)C1c1ccsc1 (configuration not stated) | nt | -1.2 | -1.3
CC(C)CC(=O)NS(=O)(=O)c1ccc(N)cc1 | -456 | 0.92 | 1.3
COc1ccc(NC(=O)Cn2nc(C(F)(F)F)c3c2CCCC3)cc1OC | -81 | 0.1 | 0.08
COc1cc(/C=N/NC(=O)CCN2CCN(Cc3ccccc3)CC2)cc(OC)c1OC | -42 | 1.6 | 2.1
Cc1[nH]c2ccccc2c1C(=O)COC(=O)C(C)C | -37 | 0.17 | -0.5
COc1ccnc(Oc2ccc(C)cc2)c1C#N | 3 | 0.86 | 2.1
COc1cc(C(=O)Nc2ccc(-c3nc4cc(C)ccc4o3)c(O)c2)cc(OC)c1OC | -62 | -1.3 | -1.1
CCOC(=O)C1CCN(C(c2cc3cc(C)cc(C)c3[nH]c2=O)c2nnnn2C2CCCCC2)CC1 (configuration not stated) | 10 | nt | nt
Cc1ccc(C)c(C(=O)OCC(=O)Nc2cccc(S(=O)(=O)NC3=NCCCCC3)c2)c1 | 18 | nt | nt
COc1ccc(NC(=S)NNC(=O)CCn2cc([N+](=O)[O-])cn2)cc1 | 88* | nt | nt
O=C(/C=C/c1ccc2c(c1)OCO2)NCc1ccco1 | 56 | 0.61 | -0.33
c1ccc2c(c1)oc1c(NCCCN3CCOCC3)ncnc12 | nt | 0.48 | -0.2
COC(=O)Cn1cnc(=O)c(C#N)c1/C=C/N(C)C | nt | -0.19 | -0.58
CCOc1ccc(/C=C/C(=O)C(C(N)=O)=C2SCCS2)cc1 | nt | -0.19 | -0.84
CCNc1nc(SCCOc2ccc(C)cc2)nc(N(C)C)n1 | nt | 1.2 | 1.4
C/C=C(\CS(=O)(=O)c1ccccc1)S(=O)(=O)c1ccccc1 | 12 | 0.32 | 0.32

Compound activity from PubChem BioAssay.
